Compound activity from PubChem.
XBP1 UPR activ: activators of adaptive XBP1 UPR arm, primary screen, cell-based, CHO-XBP1 luciferase reporter, luminescence, uHTS | IRE1-XBP1 UPR activation; percent of tunicamycin response, DMSO as zero | AID 463104, 2010 | activation, % at 20 µM | 330,000 compounds, 0.33% hits;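 active = versus positive control, 20 µM dose yields 30% or more activation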;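 also: 100% = tunicamycin at 10 µg/mL and 0% = DMSO only wells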
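Assay system: IRE1-XBP1 luciferase reporter CHO line. Input: 1000 cells/well. Buffer or medium: F12 with 10% serum. Doses: 20 µM, 1% DMSO. Times: overnight seeding at 37 °C, 6 h compound treatment at 37 °C. Technique: Steady-Glo luciferase glow luminescence, 10 min after reagent addition.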
Mdm2-MdmX inh: inhibitors of human Mdm2-MdmX association, primary screen, cell-based, luminescence, split luciferase, SaOS-2, uHTS; Protein Mdm4 (Homo sapiens) + E3 ubiquitin-protein ligase Mdm2 (Homo sapiens), …; inhibition, % at 8 µM; AID 485346, 2010; SaOS-2 split-luciferase Mdm2/MdmX complementation; 330,000 compounds, 3% hits;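 active = inhibition of at least 50% at 8 µM in the primary screen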
Target sequence (O15151 whole entry, looked up): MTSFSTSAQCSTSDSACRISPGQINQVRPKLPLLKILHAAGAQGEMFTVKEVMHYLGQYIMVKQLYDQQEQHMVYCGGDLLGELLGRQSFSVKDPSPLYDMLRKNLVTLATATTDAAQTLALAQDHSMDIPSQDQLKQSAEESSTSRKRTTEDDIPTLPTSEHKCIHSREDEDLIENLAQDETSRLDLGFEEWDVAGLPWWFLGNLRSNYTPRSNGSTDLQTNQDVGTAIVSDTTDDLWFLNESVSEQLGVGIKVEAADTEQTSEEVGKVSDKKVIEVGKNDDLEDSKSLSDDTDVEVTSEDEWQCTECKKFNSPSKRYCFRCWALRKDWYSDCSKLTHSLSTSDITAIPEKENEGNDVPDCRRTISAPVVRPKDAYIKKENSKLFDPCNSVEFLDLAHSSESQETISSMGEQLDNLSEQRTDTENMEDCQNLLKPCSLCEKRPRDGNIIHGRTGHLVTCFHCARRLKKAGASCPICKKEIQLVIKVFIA
Target sequence (Q00987 whole entry, looked up): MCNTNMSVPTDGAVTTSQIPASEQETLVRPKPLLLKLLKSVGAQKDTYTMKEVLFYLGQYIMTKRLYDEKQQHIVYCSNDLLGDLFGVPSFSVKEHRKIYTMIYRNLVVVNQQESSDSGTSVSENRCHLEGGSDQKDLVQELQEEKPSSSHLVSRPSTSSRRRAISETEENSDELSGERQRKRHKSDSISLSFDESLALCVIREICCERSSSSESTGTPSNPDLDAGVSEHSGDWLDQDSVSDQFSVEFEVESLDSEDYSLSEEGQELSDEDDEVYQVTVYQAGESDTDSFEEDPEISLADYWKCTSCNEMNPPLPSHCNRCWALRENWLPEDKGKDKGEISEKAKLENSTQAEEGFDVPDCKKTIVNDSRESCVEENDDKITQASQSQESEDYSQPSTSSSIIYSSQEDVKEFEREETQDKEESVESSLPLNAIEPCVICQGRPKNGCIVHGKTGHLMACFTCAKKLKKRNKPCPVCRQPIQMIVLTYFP
697 NFkB inh: inhibitors of PMA/ionomycin-induced NF-kB reporter, 697 cells, primary screen, B-cell NF-kB inhibitor project, cell-based, luminescence, uHTS; 330,000 compounds, 0.33% hits; inhibition, % at 4 µM; 697 B-cell NF-kB luciferase reporter, 16 h; in the data active = inhibition above about 35%
Jurkat NFkB inh: inhibitors of induced NF-kB luciferase reporter, primary screen, TCR NF-kB activation inhibitor project, cell-based, luminescence, uHTS; Jurkat, PMA/ionomycin-induced NF-kB luciferase reporter; inhibition, % at 4 µM; 330,000 compounds, 0.53% hits; in the data active = inhibition above about 50%
CCR6 antag: CCR6 receptor antagonists, primary screen, cell-based, CHO-K1, luminescence, beta-arrestin, uHTS | AID 493098, 2011 | 340,000 compounds, 0.49% hits | inhibition, % at 20 µM | CHO-K1 CCR6 PathHunter beta-arrestin, CCL20-stimulated | C-C chemokine receptor type 6 (Homo sapiens), P51684;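 active = compounds whose inhibition of the agonist-driven luminescence signal at 20 µM reaches about 50%, limit read from the data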;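 also: cells stimulated with CCL20 at 14 nM final; plate controls were DMSO with CCL20 for no effect and DMSO without agonist for full effect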
CXCR6 block: CXCR6 receptor inhibitors, primary screen, cell-based, beta-arrestin, luminescence, CHO-K1 PathHunter, 1536-well. C-X-C chemokine receptor type 6 (Homo sapiens), O00574. inhibition, % at 20 µM. 360,000 compounds, 0.36% hits. AID 602244, 2012; in the data active = inhibition above about 34%, passing the limit was not always enough;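 also: antagonist mode with CXCL16 agonist at 10 nM final; 0% = 10 nM CXCL16 with DMSO and 100% = unstimulated wells without agonist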
EBI2 block: EBI2 receptor antagonists, beta-arrestin recruitment, primary screen, cell-based, luminescence, 7a,25-OHC stimulation, uHTS. G-protein coupled receptor 183 (Homo sapiens), P32249. 7a,25-OHC stimulated. inhibition, % at 5 µM. 360,000 compounds, 0.81% hits. AID 651636, 2012; in the data active = inhibition above about 38%;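 also: enzyme fragment complementation signal reports receptor beta-arrestin coupling in cells; 0% = agonist plus DMSO wells and 100% = wells without agonist; some results beyond the cut were filed as inactive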
Gli-Sufu antag: Gli-Sufu pathway antagonists, primary screen, luciferase luminescence, Sufu-KO-LIGHT cells, uHTS; Sufu-KO-LIGHT fibroblasts, Gli luciferase reporter luminescence; inhibition, % at 5 µM; 340,000 compounds, 0.74% hits; AID 588413, 2011;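 active = inhibition above about 55%, limit read from the data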;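 also: 0% = DMSO-treated cells and 100% = wells with medium but no cells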
CHOP UPR activ: activators of apoptotic CHOP UPR arm, primary screen, cell-based, CHO-CHOP luciferase reporter, luminescence, uHTS | UPR activation; percent of tunicamycin response over DMSO baseline | activation, % at 10 µM | 330,000 compounds, 0.34% hits;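 active = at 10 µM dose, activation of 40% or more, normalized to positive control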;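 also: 100% = tunicamycin at 10 µg/mL and 0% = DMSO alone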
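measured by = luciferase luminescence | assay system = CHO-CHOP cells, stable luciferase reporter of PERK-eIF2a-CHOP signalling | amount = 500 reporter cells seeded per well | timing = 6 h compound exposure at 37 °C after overnight seeding | controls = positive tunicamycin 10 µg/mL, negative DMSO alone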
The depositor's hits bear a star; . = no result given.

SMILES	XBP1 UPR activ	Mdm2-MdmX inh	697 NFkB inh	Jurkat NFkB inh	CCR6 antag	CXCR6 block	EBI2 block	Gli-Sufu antag	CHOP UPR activ
COc1ccc(-c2cc(C)no2)cc1S(=O)(=O)NCC(C)c1ccccc1 (configuration not stated)	-2	-23	-7	-11	6	-1	8	76*	-1.9
COc1ccc(-c2csc(/C(C#N)=C(\O)CSc3nccn3C)n2)cc1OC	0	15	11	11	-2	-2	-11	-3	-0.9
Cc1cccc(N(C)S(=O)(=O)c2ccc3c(c2)NC(=O)CC(=O)N3)c1	-6	10	14	2	-7	-6	-4	-5	0.2
Cc1c(C(=O)NN2CCOCC2)cccc1[N+](=O)[O-]	-3	8	2	-9	-2	-9	-1	5	-0.4
O=C(COC(=O)c1cc(Cl)ccc1[N+](=O)[O-])NCc1ccc(Cl)cc1Cl	0	-3	21	3	14	-2	-4	1	1.9
CC(NC(=S)Nc1cccc(F)c1)C(c1cccs1)N1CCOCC1 (configuration not stated)	-1	-20	-28	3	5	10	1	4	-0.4
Cc1cc(O)c(-c2n[nH]c3c2C(c2cccc(O)c2)N(Cc2cccnc2)C3=O)cc1Cl (configuration not stated)	3	43	7	-7	6	4	11	16	1.5
Cc1ccc2oc(C(=O)N(Cc3ccc(N(C)C)cc3)C3CCS(=O)(=O)C3)c(C)c2c1 (configuration not stated)	0	29	-9	3	10	6	14	25	0.7
COc1ccc(NS(=O)(=O)c2ccc(NN=Cc3ccc(C(=O)O)cc3)c([N+](=O)[O-])c2)cc1	-1	11	-10	-2	.	.	.	.	-1.2
N#CCCN(C(=O)CSc1n[nH]c(=O)[nH]c1=O)c1ccccc1	1	12	14	10	1	0	-2	9	1.5
CNS(=O)(=O)c1cc(C(=O)NCc2ccco2)ccc1Cl	-5	16	-6	14	4	12	0	-3	-2.6
COC(=O)c1sccc1NC(=O)C1CC2CCC1C2 (configuration not stated)	0	21	-4	-9	14	-1	1	0	-1.5
CCCCC(O)(CCN1CCOCC1)c1ccc(Cl)cc1 (configuration not stated)	-2	4	9	-4	-4	-6	14	2	-1.3
Cc1cc(C)n(-c2ncccc2[N+](=O)[O-])n1	1	20	0	5	10	-3	-6	2	-0.2
O=[N+]([O-])c1ccccc1/C=C/CN1CCN(Cc2ccc3c(c2)OCO3)CC1	-3	20	19	-1	14	-4	1	31	-1.0
COc1cccc(CNC(=O)COC(=O)c2cc(Br)c(Br)s2)c1	-1	16	2	11	17	2	-2	.	0.6
CCN(CC)S(=O)(=O)c1cccc(C(=O)NC2=NCCS2)c1	-5	21	12	9	7	-4	7	1	2.2
CCN(CC)c1ccc(/C=N/N=C(c2ccccc2)c2ccccc2)c(O)c1	-2	7	35*	9	21	2	66*	2	-0.6
Cc1ccc(NS(=O)(=O)c2ccc(-n3cccn3)cc2)cc1C	-3	24	-12	8	10	-12	-9	0	1.5
CCOC(=O)CC(N)c1ccc2c(c1)OCO2 (configuration not stated)	-2	16	8	7	7	.	.	-15	0.2
CCOc1ccc(C(=O)NCC(=O)Nc2ccc(N3CCOCC3)cc2)cc1OCC	0	-22	-4	-15	4	-4	-4	-16	0.7
O=C1c2cccc(OCC(=O)N3CCCc4ccccc43)c2CCN1Cc1ccc(F)cc1	-1	15	-5	-2	0	-2	18	21	4.0
OCCNc1nc(-c2ccccc2)c2ccccc2n1	1	0	-19	-15	11	-5	-8	-1	-0.1
Fc1ccccc1NC(=S)NCCc1ccc(Cl)cc1	2	-41	-42	-34	3	-10	5	-42	5.5
COC(=O)CSc1n[nH]c(=S)s1	-2	-3	-17	-7	22	-3	1	3	-1.8
c1ccc(-c2nc(NCc3ccco3)c3oc4ccccc4c3n2)cc1	0	2	4	12	2	2	16	2	-0.3
CN(C)CCNC(C(=O)Nc1cc(Cl)cc(Cl)c1)c1ccccc1 (configuration not stated)	-2	15	5	4	14	10	7	9	3.1
C=CCNC(=O)CSc1n[nH]c(-c2cc(Cl)ccc2OC)n1	-1	-6	1	-10	10	-4	4	25	-0.1
CCOc1ccc(N(C(C)=O)c2nc(C)cc(C)c2C#N)cc1	0	5	-7	-15	11	3	-1	-1	-2.3
O=C(O)/C=C/C(=O)NCc1csc2ccccc12	0	10	16	5	8	-3	-8	7	-0.9
COc1cc(C(=O)NCc2ccc3[nH]c(C)cc3c2)cc(OC)c1OC	-4	7	24	9	5	0	-4	6	0.7
N#CCCN(C(=O)COC(=O)CSc1ccc(Cl)cc1)c1ccccc1	1	13	25	11	-9	6	-5	-29	0.5
CCOc1ccc(C(CC(=O)O)NC(=O)COc2ccccc2)cc1 (configuration not stated)	0	-1	7	3	13	-6	-1	-2	-1.5
COc1ccccc1-c1nnc(NC(=O)c2ccc3c(c2)OCO3)s1	3	90*	17	57*	2	-5	-1	-19	2.7
O=C1CCC2c3ccc4ccccc4c3CCN12 (configuration not stated)	-1	24	-9	6	-12	-3	2	-1	-0.6
CC(C)[C@@H](CO)NS(=O)(=O)c1ccc(Br)cc1F	0	46	15	.	23	-1	6	-5	1.7

Compound profiles, as listed above. Order of values: XBP1 UPR activ	Mdm2-MdmX inh	697 NFkB inh	Jurkat NFkB inh	CCR6 antag	CXCR6 block	EBI2 block	Gli-Sufu antag	CHOP UPR activ
Record of `CCN(CC)S(=O)(=O)c1cccc(C(=O)NC2=NCCS2)c1` : -5	21	12	9	7	-4	7	1	2.2
Record of `C=CCNC(=O)CSc1n[nH]c(-c2cc(Cl)ccc2OC)n1` : -1	-6	1	-10	10	-4	4	25	-0.1

At a glance, part of the list above:
SMILES	XBP1 UPR activ	Mdm2-MdmX inh	697 NFkB inh	Jurkat NFkB inh	CCR6 antag	CXCR6 block	EBI2 block	Gli-Sufu antag	CHOP UPR activ
COC(=O)CSc1n[nH]c(=S)s1	-2	-3	-17	-7	22	-3	1	3	-1.8
c1ccc(-c2nc(NCc3ccco3)c3oc4ccccc4c3n2)cc1	0	2	4	12	2	2	16	2	-0.3
CN(C)CCNC(C(=O)Nc1cc(Cl)cc(Cl)c1)c1ccccc1 (configuration not stated)	-2	15	5	4	14	10	7	9	3.1
C=CCNC(=O)CSc1n[nH]c(-c2cc(Cl)ccc2OC)n1	-1	-6	1	-10	10	-4	4	25	-0.1

Part of the list above, reformatted:
| mol | XBP1 UPR activ | Mdm2-MdmX inh | 697 NFkB inh | Jurkat NFkB inh | CCR6 antag | CXCR6 block | EBI2 block | Gli-Sufu antag | CHOP UPR activ |
| --- | --- | --- | --- | --- | --- | --- | --- | --- | --- |
| Fc1ccccc1NC(=S)NCCc1ccc(Cl)cc1 | 2 | -41 | -42 | -34 | 3 | -10 | 5 | -42 | 5.5 |
| COC(=O)CSc1n[nH]c(=S)s1 | -2 | -3 | -17 | -7 | 22 | -3 | 1 | 3 | -1.8 |

The list goes on:
SMILES	XBP1 UPR activ	Mdm2-MdmX inh	697 NFkB inh	Jurkat NFkB inh	CCR6 antag	CXCR6 block	EBI2 block	Gli-Sufu antag	CHOP UPR activ
CC(=O)NCCn1c(SCC(=O)Nc2ccc(C)cc2)nc2ccccc2c1=O	-2	2	10	4	-2	-18	3	6	0.4
N#CCC(=O)Nc1nc(-c2ccc3c(c2)OCCO3)cs1	6	-59	-66	-41	-6	0	-4	-27	5.3
CC(C)(C)NC(=O)CSCc1ccc(Br)cc1	-2	-2	-1	-15	11	3	1	-4	2.1
Cc1nc2ccc(Cl)cc2c(-c2ccccc2Cl)c1CC(=O)O	-1	10	6	11	13	0	-6	-6	2.7
COCCC(=O)N1CCC(Oc2ccc(C(=O)NC3Cc4ccccc4C3)cc2)CC1	-5	10	-16	16	10	8	0	2	3.8
CCC(C(=O)NCc1ccccc1OC)n1nc(C)n2c(cc3occc32)c1=O (configuration not stated)	-2	-7	-8	7	4	2	-8	0	-1.2
COC(=O)c1ccccc1CC1SC(N)=NC1=O (configuration not stated)	2	-1	11	21	6	3	4	-23	2.3
CSC(=Nc1ccc(Cl)cc1)N[n+]1ccccc1	2	6	-2	8	11	-2	-11	7	-1.4
Cc1ccc2nc(C)cc(C(=O)N3CCCC(N4CCN(c5ccccc5C)CC4)C3)c2c1 (configuration not stated)	-2	44	-24	14	12	5	-4	14	0.3
CC1CCN(S(=O)(=O)c2ccc(C(C)C)cc2)CC1	1	-7	19	2	20	-8	16	14	-0.4
COc1ccc(NC(=O)N(C)C[C@H]2Oc3c(NC(=O)c4ccncc4)cccc3C(=O)N([C@H](C)CO)C[C@@H]2C)cc1	-2	-13	-19	12	-2	-4	-11	-42	1.9
COc1cc(CNC2CCCCCCC2)c(Br)cc1OCCO	-4	14	2	-8	2	-4	18	17	1.8
N#C/C(=C\c1cccs1)C(=O)c1ccccc1Cl	-1	6	3	11	27	.	.	1	3.8
COc1ccc2nc3ccccc3[n+]([O-])c2c1	.	.	.	.	12	-1	6	-60	.
CN(C)CC1CCCCC1OC(=O)c1ccc(Cl)cc1 (configuration not stated)	0	9	8	3	17	5	-11	10	1.2
O=C(CCNC(=O)c1ccccc1)OCC(=O)c1ccccc1	0	26	11	-6	5	7	-15	-2	0.1
Cc1ccc(N(C(=O)CNC(=O)c2ccco2)C(C(=O)NCC2CCCO2)c2ccccc2)cc1C (configuration not stated)	-5	8	-1	-12	-1	2	2	5	0.1
CCCCN1C=CC(=C2C(=O)c3ccccc3C2=O)C=C1	-6	84*	-33	-4	13	0	-8	.	-10
Cc1ccc(NC(=O)COC(=O)COc2ccc(Cl)cc2C)c([N+](=O)[O-])c1	0	-2	6	6	-10	-7	-11	-5	-0.5
CC(C)[C@@H](NC(=O)C1CCC(CNC(=O)[C@H](Cc2ccccc2)NC(=O)OC(C)(C)C)CC1)C(=O)O (some centres not stated)	.	.	.	.	6	0	5	10	.
